Assay outcomes: PubChem BioAssay, National Center for Advancing Translational Sciences (NCATS)
RECQ1 helicase: blocks DNA unwinding by human RECQ1. P46063. RECQ1 DNA unwinding, red fluorescence kinetic read. Potency, µM (doses to about 57.3 µM), for inactives: top-dose activity, negative = inhibition, actives largely listed as inhibitors. actives 0.54% (n = 240,000). AID 2549;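 note: plate controls were vehicle for no effect and no enzyme for full effect; nearly all actives have a fitted effect of over 30% in size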
Target sequence (P46063 whole entry, looked up): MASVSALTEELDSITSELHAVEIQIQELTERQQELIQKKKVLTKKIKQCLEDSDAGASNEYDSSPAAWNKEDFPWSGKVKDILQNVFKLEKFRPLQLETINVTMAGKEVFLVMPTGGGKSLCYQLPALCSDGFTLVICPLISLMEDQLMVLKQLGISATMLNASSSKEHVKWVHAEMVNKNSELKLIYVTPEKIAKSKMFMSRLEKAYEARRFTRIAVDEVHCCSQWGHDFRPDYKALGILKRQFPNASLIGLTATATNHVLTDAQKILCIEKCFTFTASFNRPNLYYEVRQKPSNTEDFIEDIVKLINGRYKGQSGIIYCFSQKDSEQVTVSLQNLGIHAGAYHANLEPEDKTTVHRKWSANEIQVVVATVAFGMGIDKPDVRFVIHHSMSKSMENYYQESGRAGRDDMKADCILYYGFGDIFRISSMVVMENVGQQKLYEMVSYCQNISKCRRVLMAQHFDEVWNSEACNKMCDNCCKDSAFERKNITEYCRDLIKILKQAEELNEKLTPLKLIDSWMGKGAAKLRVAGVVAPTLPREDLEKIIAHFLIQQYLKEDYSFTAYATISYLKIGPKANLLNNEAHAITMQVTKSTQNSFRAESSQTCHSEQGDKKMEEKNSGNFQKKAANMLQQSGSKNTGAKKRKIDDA
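50 nM RECQ1T1 preincubated 15 min with compound in Tris pH 8.0 buffer with MgCl2, DTT, Tween-20 and 2.5 ug/ml poly(dI-dC); started with 200 nM TAMRA/BHQ-2 forked duplex and 2 mM ATP. Unwinding read as fluorescence (525/598 nm), two reads 2 h apart.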
L3MBTL1 inh: inhibitors of human L3MBTL1. actives 0.66% (n = 230,000). Potency, µM (top dose mostly 57.1 µM), for inactives: at the top dose activity, negative = inhibition, hits mostly inhibitors. AlphaScreen L3MBTL1–H3K9me1 peptide binding. Q9Y468. AID 485360; note: nearly all actives have a fitted effect of over 60% in size
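First, the protein-peptide complex forms for 30 min at room temperature (L3MBTL1 50 nM, biotinylated H3K9me1 peptide 75 nM). Next, compounds are pin-transferred and incubated 30 min. Finally, AlphaScreen beads are added and read after 30 min.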
TR SRC2 fluor cs: Texas Red fluorescence interference in TRb-SRC2 counter-screen; TRb/SRC2 Texas Red total fluorescence interference; Potency, µM (titrated, usually from 106 µM), for inactives: top-dose fluorescence change, negative = quenching; actives 0.29% (n = 280,000); active = well fitted curve in either direction with a large enough effect; inconclusive = small, poorly fitted or top-dose-only effect
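Human TRβ ligand-binding domain (0.6 uM) and Texas Red SRC2 peptide (20 nM) in Tris buffer with 1 uM T3 and 5% DMSO were incubated with pinned compound for 5 hr at ambient temperature. Total fluorescence was computed as S + 2P (555/632 nm).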
GAA inhib: alpha-glucosidase (human) inhibition; actives 0.005% (n = 200,000); P10253; purified human GAA, 4-MU-alpha-glucoside fluorescence; AID 1466; Potency, µM (doses to about 76.9 µM), without a hit: top-dose activity change, negative = inhibition, hits mostly inhibitors;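 note: plate controls were uninhibited enzyme wells for no effect and no-enzyme background for full effect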
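Human enzyme at 4 nM with 400 uM 4-methylumbelliferyl-alpha-D-pyranoside, citrate/phosphate buffer pH 5.0, 0.005% Tween-20, 20 min at room temperature. Compounds up to 77 uM. 4-MU fluorescence (Ex 365/Em 440) read after NaOH/glycine stop; AC50 from Hill fit.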
TRb SRC2 PPI: inhibitors of human thyroid hormone receptor beta-SRC2 interaction; Potency, µM (series often up to 106 µM), for inactives: at the highest dose activity change, negative = inhibition, usual class: inhibitors; P10828; actives 0.065% (n = 280,000); TRbeta-SRC2 peptide binding, fluorescence polarization; receptor liganded with 1 µM T3;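 note: plate controls were bound peptide for no effect and peptide without receptor for full effect; nearly all actives have a fitted effect of over 50% in size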
Target sequence (P10828 whole entry, looked up): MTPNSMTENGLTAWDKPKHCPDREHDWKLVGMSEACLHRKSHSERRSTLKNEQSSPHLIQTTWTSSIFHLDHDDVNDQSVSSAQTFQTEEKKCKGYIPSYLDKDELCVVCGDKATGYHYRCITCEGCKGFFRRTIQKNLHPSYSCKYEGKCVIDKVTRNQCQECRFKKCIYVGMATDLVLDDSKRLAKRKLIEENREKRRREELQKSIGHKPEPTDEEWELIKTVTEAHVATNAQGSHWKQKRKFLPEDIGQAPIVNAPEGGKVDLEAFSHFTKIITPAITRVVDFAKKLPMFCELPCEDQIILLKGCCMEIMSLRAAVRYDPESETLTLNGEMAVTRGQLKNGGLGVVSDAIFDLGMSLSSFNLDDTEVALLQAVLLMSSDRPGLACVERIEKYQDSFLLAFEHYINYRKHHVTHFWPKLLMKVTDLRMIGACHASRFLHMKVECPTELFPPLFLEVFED
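TRb LBD 0.6 uM + Texas Red SRC2 peptide 20 nM, 1 uM T3, Tris buffer w/ 5% DMSO; compound pinned, 5 h RT; FP read ex 555/em 632; normalized to unbound and bound controls.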
RGS12 GoLoco inh: blocks human Gai1 binding to RGS12 GoLoco peptide, red readout; P63096; Gai1:RGS12 GoLoco peptide FP, rhodamine, 10 min; Potency, µM (series often up to 61.6 µM), for the others: top-dose activity, negative = inhibition, hits mostly inhibitors; actives 0.44% (n = 230,000); active = well fitted inhibition curve with a large enough effect, not every such curve was filed as active; inactive = no such curve, though single readings can be large or run the other way; note: nearly all actives have a fitted effect of over 30% in size; many of its hits are not listed in these tables
GAA glycogen: alters human alpha-glucosidase cleavage of glycogen; actives 0.38% (n = 300,000); recombinant GAA, glycogen substrate, Amplex Red glucose oxidase fluorescence; AID 2100; Potency, µM (series often up to 76.4 µM), without a hit: at the top dose activity change, negative = inhibition, hits mostly inhibitors; P10253;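 note: 0% = full enzyme reaction and -100% = no-enzyme basal signal; the screen sought inhibitors and activators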
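Recombinant human enzyme (4 nM); glycogen substrate; 37 C, 40 min, pH 5.0. Readout: coupled glucose oxidase/Amplex Red fluorescence.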
GAA spleen mod: inhibitors or activators of human alpha-glucosidase in spleen homogenate; Potency, µM (series often up to 79.9 µM), inactives show top-dose activity change, negative = inhibition, usual class: inhibitors; actives 0.006% (n = 240,000); P10253; human spleen homogenate, 4-MU-alpha-glucoside fluorescence;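 note: 0% = enzyme with vehicle and -100% = no enzyme basal signal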
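Compounds were titrated against alpha-glucosidase in spleen homogenate at pH 5.0, with 1 mM 4-methylumbelliferyl substrate for 40 min at 37 C. Reactions were quenched with pH 10 NaOH/glycine and fluorescence measured.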
Active calls of the source: *; i = inactive; ? = inconclusive; nt = not tested or not shown; & = joins results of further samples; [ ] = another dose, or the depositor's remark. Unless noted, calls come from the whole dose curve; as a rule, active = well fitted curve in the direction sought with a large enough effect; inconclusive = small, poorly fitted or top-dose-only effect, or another doubt; inactive = no such curve, though single readings can be large; an effect the other way counts as inactive or inconclusive. Unless noted, % is set by controls: 0 for no effect and ±100 for the full control effect; potency is the fitted concentration of half-maximal effect. This is a subset. The share of hits here may be higher or lower than overall.

SMILES	RECQ1 helicase	L3MBTL1 inh	TR SRC2 fluor cs	GAA inhib	TRb SRC2 PPI	RGS12 GoLoco inh	GAA glycogen	GAA spleen mod
O=C1CC(C(=O)N(CC2CCCO2)C(C(=O)NC2CCCCC2)c2ccncc2)CS1 (centres undefined)	i	3.9%	3.1%	-29.0%	1.7%	-3.2%	-17.9%	0.2%
CCNC(=O)CCc1nc(-c2ccc(C)cc2)no1	-7.0%	4.3%	0.1%	nt	-1.2%	11.9%	-2.3%	-4.5%
O=C(O)c1ccc(S(=O)(=O)c2ccc3c(c2)C(=O)N(NC(=O)c2ccc(O)cc2)C3=O)cc1	-1.0%	4.4%	0.5%	4.5%	-5.4%	10.5%	-13.1%	-13.7%
CCCCc1ccc(N=N/C(C(=O)Nc2cc(OC)c(NC(C)=O)cc2OC)=C(/C)O)cc1	-0.5%	-6.9%	-1.0%	-0.2%	1.1%	2.9%	7.0%	-7.3%
O=C(NC1CCCCC1)C(c1ccncc1)N(CC1CCCO1)C(=O)C(F)(F)F (centres undefined)	-6.8%	9.8%	-2.2%	-2.2%	-16.6%	-5.8%	-18.5%	-1.9%
Cc1ccc(NC(=S)c2ccc(N(C)C)cc2)cc1	-0.2%	-6.4%	-0.6%	3.9%	-6.2%	7.2%	-5.3%	-12.3%
O=S(=O)(NCc1ccncc1)c1ccc(S(=O)(=O)NCC2CCCO2)cc1 (centres undefined)	-8.4%	2.2%	-2.3%	-6.6%	-0.1%	1.8%	1.4%	-14.1%
CCN(C(=O)c1nn(-c2ccc(OC)cc2)c(=O)c2c1c1ccccc1n2C)c1ccc(OC)cc1	i	nt	-0.8%	?	3.0%	0.8%	-10.5%	0.5%
COc1cc2[nH]c(=O)n(Cc3ccc(C(=O)NC4CCN(Cc5ccccc5)CC4)cc3)c(=O)c2cc1OC	-0.8%	-3.6%	-1.5%	-10.5%	0.7%	3.5%	-5.9%	-0.5%
CCOC(=O)c1c(C)c(C(=O)Nc2ccccc2)c(C)n1CC	-6.1%	3.8%	1.9%	5.3%	-1.2%	5.2%	5.9%	-1.7%
COc1ccc(CN=Cc2c(C(F)(F)F)[nH][nH]c2=O)cc1	-4.9%	nt	1.5%	-1.4%	8.3%	-7.5%	-5.6%	-3.9%
CN(C)S(=O)(=O)c1cccc(NC(=O)c2cncc(Br)c2)c1	-12.2%	-4.4%	-1.2%[53 µM]	2.4%	-2.1%[53 µM]	-13.3%	8.1%	10.0%
O=C(/C=C/C(=O)NCc1cccs1)NCc1cccs1	-5.5%	nt	0.6%	nt	3.6%	-2.5%	4.5%	-1.4%
Cc1ccc(Nc2nc(N)nc(CN3CCN(c4ccccc4)CC3)n2)cc1Cl	i	9.2%[11.4 µM]	-2.6%	-6.0%	-4.7%	2.2%	-6.9%	-7.2%
CC(NC(=O)Cn1cnc([N+](=O)[O-])n1)c1ccccc1 (centres undefined)	-2.5%	6.1%	0.0%	1.4%	-1.2%	5.2%	-28.3%	-5.0%
CC(=O)c1ccccc1OCC(O)CN1CCN(C(c2ccccc2)c2ccccc2)CC1 (centres undefined)	-4.7%	-23.4%	4.8%	4.6%	?	-29.5%	?	6.8%
CCCCNc1oc(-c2ccc(OC)cc2)nc1S(=O)(=O)c1ccccc1	-10.6%	nt	-0.4%	?	10.0%	-7.0%	-17.1%	-5.5%
COC(=O)[C@@H](NC(=O)O[C@H]1C(=O)c2cc(OC)ccc2O[C@@H]1c1ccc(OC)c(Br)c1)C(C)C	-2.1%	nt	-2.9%	nt	3.2%	2.3%	nt	-10.1%
O=C(Cn1cnc2ccccc21)Nc1ccc(SC(F)F)cc1	i	-3.9%	-2.3%	-6.7%	5.5%	7.1%	-12.8%	-2.1%
COC(=O)C1=C(C)NC(C)=C(C(=O)OC)C1c1ccc2ccccc2n1	-9.1%	nt	-3.2%	-1.5%	5.5%	7.6%	-4.2%	-7.4%
CCCCN(CC)Cc1ccc(CNC(=O)Nc2ccc(OCC)cc2)o1	-3.8%	nt	-0.3%	-1.8%	1.0%	1.6%	2.7%	-7.8%
CNC(=O)CN1C(=O)NC2(CCc3ccccc32)C1=O (centres undefined)	i	nt	-3.5%	-6.0%	-10.6%	-5.4%	4.5%	-5.0%
Cc1ccc2nc(SCC(=O)Nc3ccc(C(N)=O)cc3)[nH]c2c1	-3.0%	nt	0.8%	9.6%	7.2%	80.2%[activator]	9.7%	0.8%
COc1ccc(-c2noc(C3CCCN(C(=O)c4ccc(C)cc4)C3)n2)cc1 (centres undefined)	-1.6%	nt	0.3%	nt	-3.3%	-3.5%	-4.6%	-1.3%
COc1ccc(C2Nc3ccccc3C(=O)N2c2ccc(C)cc2)cc1Cn1cc([N+](=O)[O-])cn1 (centres undefined)	-19.8%	2.1%	0.2%	-15.7%	-22.8%	9.5%	1.4%	-2.0%

Whole records as entered above. Order of values: RECQ1 helicase	L3MBTL1 inh	TR SRC2 fluor cs	GAA inhib	TRb SRC2 PPI	RGS12 GoLoco inh	GAA glycogen	GAA spleen mod
`O=C1CC(C(=O)N(CC2CCCO2)C(C(=O)NC2CCCCC2)c2ccncc2)CS1` (centres undefined) reads i	3.9%	3.1%	-29.0%	1.7%	-3.2%	-17.9%	0.2%
`COc1ccc(CN=Cc2c(C(F)(F)F)[nH][nH]c2=O)cc1` reads -4.9%	nt	1.5%	-1.4%	8.3%	-7.5%	-5.6%	-3.9%
`COc1cc2[nH]c(=O)n(Cc3ccc(C(=O)NC4CCN(Cc5ccccc5)CC4)cc3)c(=O)c2cc1OC` reads -0.8%	-3.6%	-1.5%	-10.5%	0.7%	3.5%	-5.9%	-0.5%
`COC(=O)[C@@H](NC(=O)O[C@H]1C(=O)c2cc(OC)ccc2O[C@@H]1c1ccc(OC)c(Br)c1)C(C)C` reads -2.1%	nt	-2.9%	nt	3.2%	2.3%	nt	-10.1%

Continued:
SMILES	RECQ1 helicase	L3MBTL1 inh	TR SRC2 fluor cs	GAA inhib	TRb SRC2 PPI	RGS12 GoLoco inh	GAA glycogen	GAA spleen mod
Cc1cc(C)n(CCC(=O)N/N=C/c2c(O)ccc3ccccc23)n1	-0.6%	nt	-1.6%	nt	-3.1%	0.6%	-22.5%	13.0%
O=C(C1CCC1)N1CCc2cc(S(=O)(=O)Nc3ccc4c(c3)OCCO4)ccc21	-10.5%	2.8%	-1.9%	4.3%	-10.8%	-3.1%	20.7%	-2.7%
Cc1ccc2[nH]c(O)c(N=NC(=O)c3ccc(NS(=O)(=O)c4cccs4)cc3)c2c1	-3.4%	nt	-2.7%	nt	0.2%	-1.5%	4.7%	1.8%
CCOC(=O)c1c(NC(=S)Nc2ccccc2)sc2c1CCCCC2	i	-3.5%	3.4%	1.2%	-0.2%	14.5%	1.4%	-2.8%
CC(=O)Nc1nc2c(c3c1c(=O)oc1ccccc13)CC(C)CC2 (centres undefined)	-0.7%	-2.8%	-2.9%	-15.1%	0.2%	6.7%	5.2%	-4.8%
CN(C)CCCOC(=O)c1ccccc1Cl	-8.4%	nt	-1.7%	-12.5%	-6.8%	-0.3%	-10.7%	3.1%
O=C(CSCc1ccccc1)N1CCN(c2ccc(F)cc2)CC1	i	-2.9%	0.9%	-13.8%	-21.5%	9.0%	8.8%	-11.5%
COc1ccc(N2CCN(CC(=O)Nc3ccccc3SC)CC2)cc1	i	-14.6%	-4.5%	2.9%	3.6%	4.8%	-13.7%	-4.5%
COc1cc(N2CCCC2)c(OC)cc1/C=c1/sc2nc3ccccc3n2c1=O	-1.5%	-5.3%	1.0%	-2.0%	-9.8%	301.4%[activator]	7.7%	5.8%
COc1cc(CO)ccc1OCC(=O)Nc1ccc(Br)cc1	i	5.4%	-2.1%	4.2%	-2.6%	15.7%	12.5%	0.0%
O=C(Nc1ccccc1)[C@@]12C[C@@H]1/C(=N/O)c1ccccc1O2	i	nt	-2.7%	nt	9.4%	0.0%	nt	-3.1%
COc1cc2ncc(-c3ccccc3)nc2cc1OC	13.5%	nt	-1.5%&-3.6%	nt	1.3%&-3.3%	5.5%&3.4%	nt	?
CC1CC(C)CN(c2cc(=O)n(Cc3ccc(F)cc3)c(=O)[nH]2)C1 (centres undefined)	i	5.7%	2.1%	1.3%	-16.3%	-4.2%	-10.4%	-14.9%
O=C(N/N=C/c1ccc(OC(=O)c2ccccc2)cc1)c1cccc(O)c1	-7.5%	nt	-0.2%	-1.6%	-3.9%	-0.8%	8.0%	-2.3%
CCCCOCCOCCOCCCC	1.9%	6.7%	-1.8%	nt	7.0%	20.1%	nt	-7.8%
COc1cc(OC)nc(NC(=O)NS(=O)(=O)c2ccc(F)cc2)n1	-3.6%	7.7%	-2.4%	?	-4.2%	12.9%	0.3%	nt
COc1cc(/C=N\NC(=O)CNC(=O)C(c2ccccc2)c2ccccc2)ccc1O	1.0%	-4.1%	-2.7%	nt	-2.2%	2.0%	?	-8.5%
COC/C=C/C1=CC2=CC(=O)C(C)(OC(=O)c3cnc4ccccc4n3)C(=O)C2=CN1C1CC1 (centres undefined)	12.3%[11.5 µM]	nt	-5.7%[11.2 µM]	nt	0.5%[11.2 µM]	1.0%[14.2 µM]	nt	10.2%[17.4 µM]
O=C(NC1CCCC1)C(c1cccs1)N(Cc1ccco1)C(=O)c1csnn1 (centres undefined)	10.7%	nt	1.6%	12.6%	-24.9%	11.9%	6.2%	-3.8%
Cc1ccc(Nc2nc(C)c3c(n2)CC(C)CC3=O)c(C)c1 (centres undefined)	i	13.6%	-2.8%	-7.9%[15.4 µM]	-2.9%	-14.7%	2.4%	-1.1%
C=CCNc1sc(C(=O)c2ccccc2)c(N)c1C#N	i	-3.3%	-1.0%	2.3%	-9.3%	1.6%	-3.3%	-7.5%
COc1ccc(OCc2cccc(C(=O)NN)c2)cc1	-11.1%	-0.1%	-1.4%	-5.7%[15.4 µM]	-4.3%	10.4%	-22.9%	-7.1%
O=C1CCCC2=C1C(c1c(Cl)nc3sccn13)C1=C(CCCC1=O)N2	-0.1%	nt	0.0%	6.2%	4.4%	2.4%	2.2%	-5.0%
CN(C)/C=N/c1[nH]ncc1C#N	i	-19.1%	-3.7%	1.6%	-0.6%	1.6%	?	1.5%
CCN(CC)C(=O)C1CC(=O)OC1(C)C (centres undefined)	i	nt	-0.3%	-14.7%	2.5%	1.9%	-19.5%	5.4%
